procasp7 counter – counter-screen: procaspase-7 (human) activation; actives 0.093% (n = 330,000); activation, % at 8.5 µM; recombinant procaspase-7, Ac-DEVD-pNA absorbance 405 nm; D23A/D198A/D206A triple mutant, cannot self-cleave; scale: DMSO 0, 5 µM enzyme 100;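 active means percent activation above the screen-wide mean plus 3 SD, cut at about 25% in these data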
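Assay system – Uncleavable procaspase-7 mutant enzyme · Quantity – 2 µM procaspase-7 mutant as dispensed · Times – 1 h preincubation, 2 h reaction · Dosing – single nominal 8.5 µM compound dose, 0.8% DMSO final · Buffer or medium – Zinc-free 50 mM HEPES buffer, pH 7.4, with NaCl and Triton X-100 · Detection – Epi-absorbance of released pNA at 405 nm, two timepoints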
LAP4 TOR yeast – yeast TOR pathway LAP4-GFP modulation; S. cerevisiae LAP4-GFP multiplex, flow cytometry GFP, 3 h; median GFP as percent of DMSO wells; GFP response vs DMSO, % at 10 µM; actives 0.34% (n = 320,000);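 active means GFP response vs DMSO above a set limit, about the screen mean plus 3 SD, cut at about 150% in these data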
MEP2-GFP yeast – alters MEP2-GFP fluorescence in TOR pathway yeast screen. S. cerevisiae MEP2-GFP strain, flow cytometry GFP, 3 h; 100% = DMSO control level. AID 2016. GFP response vs DMSO, % at 10 µM. actives 0.51% (n = 330,000);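 active means GFP response versus DMSO above a set limit, roughly screen mean plus 3 SD, cut at about 180% in these data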;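 further: median GFP fluorescence of the barcode-gated MEP2-GFP cells per well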
proCasp3 act – activators of human procaspase-3; activation, % at 8.5 µM; P42574; recombinant procaspase-3 D3A, Ac-DEVD-pNA absorbance 405 nm; actives 0.11% (n = 330,000);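 active means activation above the mean of all tested compounds plus 3 SD, cut at about 21% in these data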;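 further: 0% = DMSO alone and 100% = DMSO wells spiked with extra 5 µM PC-3 D3A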
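Technique: 405 nm absorbance of p-nitroaniline, reads at 0 and 120 min; Test system: Procaspase-3 D3A mutant; Incubation: 1 h enzyme-compound preincubation, then 2 h substrate reaction, 25 °C; Repeats: singlicate, each compound tested once; Benchmarks: low control DMSO wells, high control DMSO plus 5 µM PC-3 D3A.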
RPL19A TOR yeast – modulators of TOR pathway RPL19A-GFP in S. cerevisiae; actives 0.3% (n = 330,000); percent response vs DMSO, % at 10 µM; S. cerevisiae RPL19A-GFP strain, flow cytometry, 3 h; active compounds read low;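 active means percent response vs DMSO below 50%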;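 further: median channel GFP fluorescence of the barcoded RPL19A-GFP strain; ratio of sample median GFP to plate DMSO average so 100% = DMSO; lower means less RPL19A-GFP as with rapamycin TOR inhibition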
EBNA-1 inh – blocks EBNA-1 binding to DNA; AID 1950; actives 0.34% (n = 300,000); inhibition, % at 14.8 µM; EBNA-1 DNA binding, fluorescence polarization; in the data active means inhibition above about 28%
AHR act – activates the human aryl hydrocarbon receptor | P35869 | AHR-responsive luciferase reporter cells, luminescence | activation, % at 5 µM | actives 2.5% (n = 320,000) | AID 2796; in the data active means activation above about 47%;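 further: 0% = vehicle wells and 100% = reference agonist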
ZTA DNA inh – blocks Epstein-Barr virus ZTA, an EBNA-1 counter-screen. actives 0.15% (n = 320,000). inhibition, % at 11 µM. P03206. ZTA-DNA binding, fluorescence polarization; in the data active means inhibition above about 33%
* hit, by the source's call; / = no result given.

Fields: procasp7 counter, LAP4 TOR yeast, MEP2-GFP yeast, proCasp3 act, RPL19A TOR yeast, EBNA-1 inh, AHR act, ZTA DNA inh
(1) CCOc1cc(C(=O)OCC(=O)Nc2c(C)cccc2C)ccc1OCC(=O)N1CCOCC1
  8, 95, 110, 4, 104, 5, -1, -11
(2) O=C(OCc1ccc(Br)cc1)c1cccnc1
  -5, 99, 96, 6, 99, 10, 0, 27
(3) C/C(=N/NC(=O)C(O)(c1ccccc1)c1ccccc1)c1ccc([N+](=O)[O-])o1
  2, 105, 102, 8, 99, 1, -1, -1
(4) COCCNC(=O)C1Cc2cc(S(=O)(=O)N3CCCC3)ccc2N1C(C)=O (stereo unspecified)
  7, 106, 107, -2, 97, -5, 1, -1
(5) N#CCCn1c(C(C#N)(CCC#N)CCC#N)nc2ccccc21
  2, 98, 97, -1, 96, -7, -1, 5
(6) COc1cc(C(C[N+](=O)[O-])c2c(-c3ccccc3)cc3ccccn23)cc(OC)c1OC (stereo unspecified)
  -4, 105, 93, 3, 94, 9, -1, 5
(7) O=C(CN1C(=O)NC2(CCCCC2)C1=O)NCCCSc1ccccc1
  9, 100, 100, 2, 96, /, 1, 12
(8) O=C(/C=C/c1ccc(Cl)cc1Cl)N1CCc2ccccc21
  3, 88, 100, 7, 103, -7, 29, -2
(9) O=C(O)CSCC(=O)N1CCN(S(=O)(=O)c2cc(Cl)cc(Cl)c2)CC1
  5, 110, 95, -9, 96, -8, -5, -7
(10) COc1ccc(S(=O)(=O)N2CCOCC2)cc1C(=O)NC1CCCCC1
  6, 108, 101, 2, 97, 8, 4, 10
(11) CCc1ccc(NC(=S)N2CCC(NC(=O)c3ccccc3)CC2)cc1
  12, 95, 96, 3, 96, 22, -1, -6
(12) CC(C)=CC(=O)Nc1ccc(OCc2ccccc2)cc1
  5, 103, 96, 1, 104, 10, 2, -1
(13) O=C(COc1ccc(Cl)cc1)Nc1ccc2c(c1)C(=O)NC2=O
  3, 90, 88, 5, 93, -17, -7, -23
(14) CCC(=O)c1ccc(OCC(O)CN2CCN(S(=O)(=O)c3ccc(NC(C)=O)cc3)CC2)cc1 (stereo unspecified)
  -13, 81, 93, -4, 96, 2, -1, -2
(15) COc1ccccc1CNC(=O)CC1C(=O)NCCN1C1Cc2ccccc2C1 (stereo unspecified)
  -1, 107, 102, -2, 99, -1, 4, -5
(16) COC(=O)c1ccc(NC(=S)NC2CCc3ccccc32)cc1 (stereo unspecified)
  -4, 102, 111, 3, 106, -9, -3, 2
(17) O=c1[nH]c2cc3c(cc2cc1CN(Cc1nnnn1CC1CCCO1)C1CCCC1)OCO3 (stereo unspecified)
  4, 95, 104, 4, /, 5, 30, 10
(18) NC(=O)c1ccc(NCCCN2CCOCC2)c([N+](=O)[O-])c1
  2, 95, 102, -8, 102, 4, 0, -2
(19) CN(C)CCCNC(=O)C1CCNCC1
  14, 107, 100, 4, 99, -8, 2, -11
(20) CS(=O)(=O)N1CCC(C(=O)NCc2ccco2)CC1
  9, 96, 102, 12, 97, -5, -2, 2

Of the compounds above, these have sulfur.
Fields: procasp7 counter, LAP4 TOR yeast, MEP2-GFP yeast, proCasp3 act, RPL19A TOR yeast, EBNA-1 inh, AHR act, ZTA DNA inh
(4) COCCNC(=O)C1Cc2cc(S(=O)(=O)N3CCCC3)ccc2N1C(C)=O (stereo unspecified)
  7, 106, 107, -2, 97, -5, 1, -1
(7) O=C(CN1C(=O)NC2(CCCCC2)C1=O)NCCCSc1ccccc1
  9, 100, 100, 2, 96, /, 1, 12
(9) O=C(O)CSCC(=O)N1CCN(S(=O)(=O)c2cc(Cl)cc(Cl)c2)CC1
  5, 110, 95, -9, 96, -8, -5, -7
(10) COc1ccc(S(=O)(=O)N2CCOCC2)cc1C(=O)NC1CCCCC1
  6, 108, 101, 2, 97, 8, 4, 10
(11) CCc1ccc(NC(=S)N2CCC(NC(=O)c3ccccc3)CC2)cc1
  12, 95, 96, 3, 96, 22, -1, -6
(14) CCC(=O)c1ccc(OCC(O)CN2CCN(S(=O)(=O)c3ccc(NC(C)=O)cc3)CC2)cc1 (stereo unspecified)
  -13, 81, 93, -4, 96, 2, -1, -2
(16) COC(=O)c1ccc(NC(=S)NC2CCc3ccccc32)cc1 (stereo unspecified)
  -4, 102, 111, 3, 106, -9, -3, 2
(20) CS(=O)(=O)N1CCC(C(=O)NCc2ccco2)CC1
  9, 96, 102, 12, 97, -5, -2, 2

The results go on.
Fields: procasp7 counter, LAP4 TOR yeast, MEP2-GFP yeast, proCasp3 act, RPL19A TOR yeast, EBNA-1 inh, AHR act, ZTA DNA inh
(21) CN(Cc1cnn(C)c1)C(=O)C1CCC(=O)N(C2CCCCCC2)C1 (stereo unspecified)
  2, 111, 100, 3, 107, 5, -2, -13
(22) COc1ccccc1/C=C/c1nc(S(=O)(=O)c2ccccc2)c(N(C)C)o1
  -3, 101, 98, 5, 99, 3, 3, -6
(23) CC(=O)C(Sc1ccc2nnc(-c3ccc(C)cc3)n2n1)C(C)=O
  3, 111, 101, -3, 99, -8, 15, 11
(24) O=C1C(=O)N(CCO)C(c2ccccc2[N+](=O)[O-])/C1=C(\O)c1ccccc1 (stereo unspecified)
  -8, 97, 104, 5, 103, 3, 23, 13
(25) CN(C)C(CNS(=O)(=O)c1ccc(F)cc1)c1cccnc1 (stereo unspecified)
  -6, 99, 94, 2, 93, 4, 1, 4
(26) COc1ccc(C(=O)N2CCC(C(=O)c3ccc(F)cc3)CC2)cc1
  -5, 88, 92, 5, 92, -6, 2, -4
(27) Cc1cc(C)cc(NC(=O)CSc2nnc(-c3ccccc3C)o2)c1
  -1, 99, 103, -4, 99, 17, -4, -8
(28) COc1ccc(C(=O)CC(=O)c2ccccc2O)cc1OC
  -90, 110, 97, -65, 97, 4, -2, 10
(29) NS(=O)(=O)c1ccc(NS(=O)(=O)c2ccc(NC(=S)Nc3ccccc3)cc2)cc1
  -11, 101, 110, 5, 109, -4, -4, -8
(30) O=C(NC(Cc1c[nH]c2ccccc12)c1nnc2n1CCCCC2)c1cccs1 (stereo unspecified)
  -4, 108, 105, 4, 104, -9, -1, 2
(31) Brc1ccc2c(c1)CNc1c(ncnc1N1CCOCC1)O2
  6, 103, 102, 0, 102, -3, 5, -2
(32) O=C(Nc1ccc(Br)cc1)c1ccc(-n2cnnn2)cc1
  -7, 87, 70, 1, 95, 4, -5, -5
(33) CCN(CC)CCNC(=O)COc1ccc(Cl)cc1Cl
  14, 112, 106, 2, 104, -6, -3, 5
(34) COc1ccc(OC)c(-c2csc(NC(=O)c3ccc(F)cc3)n2)c1
  8, 93, 103, 3, 105, 5, -1, 15
(35) CCOC(=O)CC(N)c1ccc(OC)cc1 (stereo unspecified)
  10, 109, 105, 7, 109, -2, 1, -2
(36) Cc1noc(NS(=O)(=O)c2ccc(NC(=O)CSc3n[nH]c(-c4ccccc4)n3)cc2)c1C
  6, /, 107, 1, 94, 1, -3, -16
(37) CCN1CCCC1CNC(=O)Cn1nc(C)n2c(cc3cc(F)ccc32)c1=O (stereo unspecified)
  7, 93, 99, 5, 97, -8, 1, 2
(38) Cn1c(=O)c2[nH]c(N3CCN(c4ccccc4)CC3)nc2n(C)c1=O
  -3, 102, 105, 2, 108, -3, -8, -4
(39) Cc1ccc(-c2ncns2)cc1
  1, 112, 104, -2, 98, 2, -1, -10
(40) CC(C)C[C@@H](CN(C)N=O)N(C[C@H](Cc1ccccc1)N(CCc1ccccc1)N=O)N=O
  -9, 104, 94, -4, 100, 8, 0, -10

Some of the entries above, set out differently.
no. | mol | procasp7 counter | LAP4 TOR yeast | MEP2-GFP yeast | proCasp3 act | RPL19A TOR yeast | EBNA-1 inh | AHR act | ZTA DNA inh
21 | CN(Cc1cnn(C)c1)C(=O)C1CCC(=O)N(C2CCCCCC2)C1 (stereo unspecified) | 2 | 111 | 100 | 3 | 107 | 5 | -2 | -13
22 | COc1ccccc1/C=C/c1nc(S(=O)(=O)c2ccccc2)c(N(C)C)o1 | -3 | 101 | 98 | 5 | 99 | 3 | 3 | -6
23 | CC(=O)C(Sc1ccc2nnc(-c3ccc(C)cc3)n2n1)C(C)=O | 3 | 111 | 101 | -3 | 99 | -8 | 15 | 11

Additional structures
Fields: procasp7 counter, LAP4 TOR yeast, MEP2-GFP yeast, proCasp3 act, RPL19A TOR yeast, EBNA-1 inh, AHR act, ZTA DNA inh
(41) Cc1cc(C)cc(OC(C)C(=O)NCCCn2ccnc2)c1 (stereo unspecified)
  6, 106, 99, -1, 105, 10, 8, 12
(42) CCOC(=O)N/N=C(C)/C=C/c1ccco1
  -6, 102, 107, -1, 104, 3, 3, -5
(43) Cc1ccc(S(=O)(=O)N2CCN(C(=O)C3CCCO3)CC2)cc1C (stereo unspecified)
  -1, 108, 104, -4, 105, 8, -1, -1
(44) O=C(Nc1cc(S(=O)(=O)N2CCCCC2)ccc1O)c1ccccc1NS(=O)(=O)c1ccc(F)c(F)c1
  -13, 103, 116, -7, 111, 7, 1, -15
(45) C/C(=N\O)C(C)Oc1ccc(Cl)cc1 (stereo unspecified)
  -2, 100, 93, 3, 93, 0, 2, -11
(46) Cc1cc(NC(=O)CCN2C(=O)C3C4CCC(C4)C3C2=O)c(C)cc1Br (stereo unspecified)
  0, 106, 107, 0, 98, 12, 0, 3
(47) CC1CC(C)CN(C(=O)COC(=O)c2ccc3ncsc3c2)C1 (stereo unspecified)
  -8, 96, 96, -3, 95, /, 0, 4
(48) CCOC(=O)C1CCCN(C(=O)CSc2nc(C)cc(C)n2)C1 (stereo unspecified)
  0, 102, 96, -5, 97, -16, 5, 3
(49) Cn1c(C(=O)NCc2ccccn2)cc2c(=O)n(C)c3ccccc3c21
  -4, 106, 109, 5, 100, 1, 39, 1
(50) COc1cc(Oc2ccccc2)nc(N)n1
  6, 97, 94, -5, 99, 0, -1, 4
(51) Cc1ccc(NC(=O)C(=O)NCCN2CCN(S(=O)(=O)c3ccccc3)CC2)cc1C
  5, 107, 66, -7, 92, -8, 0, -3
(52) COc1ccc(CN2CCN(Cc3ccco3)CC2)cc1OC
  -4, 88, 106, -7, 101, -7, 0, -28

Source: PubChem BioAssay
